Screens deposited in PubChem by The Scripps Research Institute Molecular Screening Center.
PME-1 inh – blocks human protein phosphatase methylesterase 1. AID 2130. recombinant PME-1, FP-Rh probe fluorescence polarization. inhibition, % at 5.9 µM. hit rate 0.53% among 320,000. Q9Y570;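 active = inhibition above the campaign mean of all compounds plus 3 SD, cut at about 26% in these data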;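 also: competitive labeling of PME-1 active site by serine hydrolase directed probe; 0% = PME-1 with DMSO and 100% = wells lacking PME-1 enzyme; inhibitors block probe labeling so polarization falls and inhibition rises; many of its hits are not listed in these tables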
Target sequence (Q9Y570 whole entry, looked up): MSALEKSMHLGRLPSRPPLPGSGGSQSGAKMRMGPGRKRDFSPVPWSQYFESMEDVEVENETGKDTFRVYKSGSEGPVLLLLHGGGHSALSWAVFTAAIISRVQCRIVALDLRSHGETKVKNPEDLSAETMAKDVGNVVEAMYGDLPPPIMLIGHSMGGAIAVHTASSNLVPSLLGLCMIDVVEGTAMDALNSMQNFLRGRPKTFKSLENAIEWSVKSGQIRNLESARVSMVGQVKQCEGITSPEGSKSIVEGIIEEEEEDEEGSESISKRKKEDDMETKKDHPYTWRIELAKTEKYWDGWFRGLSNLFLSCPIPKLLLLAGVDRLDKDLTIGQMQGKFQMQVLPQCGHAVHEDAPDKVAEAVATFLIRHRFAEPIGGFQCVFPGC
PAFAH1B3 inh – inhibitors of human PAFAH1B3; inhibition, % at 3.39 µM; hit rate 0.28% among 340,000; AID 492972; recombinant PAFAH1B3, FP-rhodamine probe, fluorescence polarization;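 active = inhibition above the screen-wide average of all tested compounds plus 3 SD, cut at about 25% in these data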;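 also: 0% = enzyme with DMSO only and 100% = wells lacking PAFAH1B3 protein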
PAD4 inh – PAD4 (human) enzyme inhibition; recombinant PAD4, RCA probe fluorescence polarization; inhibition, % at 6.36 µM; hit rate 0.41% among 330,000; Q9UM07;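 active = percent inhibition above a cutoff equal to the mean of all tested compounds plus 3 SD, cut at about 15% in these data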;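 also: 0% = PAD4 with RCA probe and DMSO and 100% = probe without PAD4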
GSTO1 inh – blocks human GSTO1 in RBBP9 counter-screen | hit rate 1.1% among 300,000 | recombinant GSTO1, activity-based probe fluorescence polarization | inhibition, % at 5.96 µM;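 active = inhibition above the campaign mean inhibition plus 3 SD, cut at about 35% in these data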;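 also: 0% = GSTO1-1 with DMSO and 100% = wells lacking GSTO1-1 enzyme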
PAFAH2 inh – PAFAH2 (human) inhibition; inhibition, % at 3.39 µM; hit rate 0.99% among 340,000; Q99487; recombinant PAFAH2, FP-rhodamine activity probe, fluorescence polarization; AID 492956;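 active = inhibition above the mean over all tested compounds plus 3 SD, cut at about 30% in these data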;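 also: inhibitors block probe labeling of enzyme so polarization drops; 0% = enzyme with DMSO and 100% = wells lacking PAFAH2 protein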
pPAFAH FP inh – pPAFAH (human) enzyme inhibition; Q13093; recombinant pPAFAH, FP-rhodamine probe fluorescence polarization; inhibition, % at 3.39 µM; hit rate 1.5% among 330,000; AID 463082;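 active = inhibition above the mean inhibition across the screen plus 3 SD, cut at about 25% in these data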;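 also: inhibitors block binding of the rhodamine activity-based probe so polarization drops; 0% = enzyme with DMSO and 100% = wells lacking pPAFAH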
Target sequence (Q13093 whole entry, looked up): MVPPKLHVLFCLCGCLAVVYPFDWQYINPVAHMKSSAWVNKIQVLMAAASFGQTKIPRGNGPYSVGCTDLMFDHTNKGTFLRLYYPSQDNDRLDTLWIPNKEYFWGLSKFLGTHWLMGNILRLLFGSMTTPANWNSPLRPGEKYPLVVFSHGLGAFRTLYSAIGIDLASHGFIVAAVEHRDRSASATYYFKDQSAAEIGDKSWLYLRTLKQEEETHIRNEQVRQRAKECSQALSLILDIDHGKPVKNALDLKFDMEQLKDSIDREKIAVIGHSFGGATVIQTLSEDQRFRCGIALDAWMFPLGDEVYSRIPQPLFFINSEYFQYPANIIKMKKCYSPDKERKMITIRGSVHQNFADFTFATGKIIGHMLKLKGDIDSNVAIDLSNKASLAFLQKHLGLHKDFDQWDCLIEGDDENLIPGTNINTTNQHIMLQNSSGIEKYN
Fam108B counter – Fam108B inhibition, counter-screen for RBBP9 inhibitors; recombinant Fam108B, FP-Rh probe fluorescence polarization; hit rate 0.33% among 300,000; inhibition, % at 9.51 µM;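 active = inhibition above the screen mean inhibition plus 3 SD, computed separately per campaign, cut at about 18% in these data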;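 also: inhibitors lower polarization as less probe binds the enzyme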
PAFAH1B2 FP inh – inhibitors of human PAFAH1B2; P68402; recombinant PAFAH1B2, FP-rhodamine activity probe, fluorescence polarization; inhibition, % at 3.39 µM; hit rate 1.2% among 340,000;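 active = inhibition above the mean of all tested compounds plus 3 SD, cut at about 24% in these data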;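 also: 0% = enzyme with DMSO and 100% = wells lacking PAFAH1B2; many of its hits are not listed in these tables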
Target sequence (P68402 whole entry, looked up): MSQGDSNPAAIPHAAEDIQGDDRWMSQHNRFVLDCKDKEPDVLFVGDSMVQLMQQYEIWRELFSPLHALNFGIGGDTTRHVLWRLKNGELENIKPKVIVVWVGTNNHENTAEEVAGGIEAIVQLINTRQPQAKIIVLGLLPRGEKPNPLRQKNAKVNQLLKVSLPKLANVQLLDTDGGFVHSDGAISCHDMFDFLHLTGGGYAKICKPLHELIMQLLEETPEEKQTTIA
LYPLA1 counter – LYPLA1 (human) inhibition in PME1 counter-screen. O75608. recombinant LYPLA1, FP-Rh probe fluorescence polarization. inhibition, % at 5.9 µM. hit rate 0.16% among 320,000;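 active = inhibition above the mean of all tested compounds plus 3 SD, set per campaign, cut at about 14% in these data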;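 also: inhibitors block serine hydrolase probe labeling of LYPLA1 so polarization falls; 0% = enzyme with DMSO and 100% = wells lacking LYPLA1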
* hit, by the source's call; . = no result given.

SMILES	PME-1 inh	PAFAH1B3 inh	PAD4 inh	GSTO1 inh	PAFAH2 inh	pPAFAH FP inh	Fam108B counter	PAFAH1B2 FP inh	LYPLA1 counter
C=CCN1/C(=C2/SC(=S)N(C)C2=O)Sc2ccccc21	-2	.	0	10	.	4	-5	.	2
COc1ccc(N2CCN(C(=O)c3ccc(NS(=O)(=O)c4ccccc4)cc3)CC2)cc1	2	6	-4	-17	5	14	1	5	2
COc1ccc(NC(=O)C#Cc2ccccc2)cc1	-2	4	2	15	7	3	-5	8	-1
CCOC(=O)CN1C(=O)C(CC)Oc2ccccc21 (centres undefined)	-1	6	-7	0	4	5	2	5	-2
COc1ccc(NC(=O)CN2CCOCC2)cc1S(=O)(=O)N1CCCCC1	2	12	-6	.	-4	7	.	-2	0
COc1ccc(F)cc1C(=O)C1CCCN(Cc2ccc(Oc3ncccn3)cc2)C1 (centres undefined)	-4	-3	-2	-5	0	0	1	4	-2
CC(C)(CNC(=O)C1c2ccccc2-c2ccccc21)N1CCOCC1	-2	10	-1	4	6	2	0	6	3
O=C(O)c1ccc(S(=O)(=O)Cc2ccccc2)cc1	-6	3	3	3	3	-1	2	7	-5
COc1ccc(C(CC(=O)O)NS(=O)(=O)c2ccc(C)cc2)cc1OC (centres undefined)	1	-5	2	5	6	3	0	-1	1
CCOC(=O)c1ccc(NC(=S)NN)cc1	-7	13	-5	-19	-7	-4	-2	-2	-4
C#CC(C)OC(=O)Nc1cnccc1C(F)(F)F (centres undefined)	-4	4	3	3	6	4	0	9	3
Cc1ccc(Cl)cc1N1CCN(C(=O)c2ccc(NS(=O)(=O)c3c(C)noc3C)cc2)CC1	-3	-1	-5	3	0	12	-8	1	-3
Cc1ccc(-n2nc(C(=O)N3CCN(C)CC3)c3c4ccccc4n(C)c3c2=O)cc1	-5	0	2	3	-5	-1	3	-1	1
COCC(=O)N(Cc1cc2cc(OC)ccc2[nH]c1=O)c1ccccc1	-1	12	-3	-7	4	6	-1	7	0
S=C(NN=C(C1CC1)C1CC1)Nc1ccccc1	3	9	-1	-13	2	7	0	0	1
Cc1ccnc(NC(=O)Cn2c(=O)oc3ccccc32)c1	-2	2	1	3	-2	1	-2	1	1
CC[C@@H](C)[C@@H](C(=O)N1CCN(C(=O)OC(C)(C)C)CC1)n1cc(CCC(=O)O)nn1	-3	4	-7	-4	7	-2	-3	7	4
Cc1ccccc1C(=O)c1cccn1CC(=O)NCc1ccccc1Cl	-1	10	-7	-1	1	4	0	3	-1
COc1ccc([N+](=O)[O-])cc1N(CC(=O)N(C)C)S(C)(=O)=O	-1	-1	3	-4	-3	1	4	5	1
CCn1c(=O)c([N+](=O)[O-])c(N2CCN(Cc3ccc4c(c3)OCO4)CC2)c2ccccc21	1	0	2	4	-1	7	-2	0	-2

Quoted from the listing.
`O=C(O)c1ccc(S(=O)(=O)Cc2ccccc2)cc1` in PAFAH1B3 inh is entered as 3
`COc1ccc(NC(=O)C#Cc2ccccc2)cc1` in pPAFAH FP inh is entered as 3
`CCOC(=O)CN1C(=O)C(CC)Oc2ccccc21` (centres undefined) in pPAFAH FP inh is entered as 5

Next part
SMILES	PME-1 inh	PAFAH1B3 inh	PAD4 inh	GSTO1 inh	PAFAH2 inh	pPAFAH FP inh	Fam108B counter	PAFAH1B2 FP inh	LYPLA1 counter
C=CCSC1=N/C(=C\c2ccc(C(=O)O)cc2)C(=O)S1	1	4	0	-3	10	-3	0	1	1
COc1ccc(C2C(C#N)=C(N)OC3=C2C(=O)CC(C)(C)C3)cc1 (centres undefined)	0	8	-7	14	7	0	0	6	6
O=C(CC1CCCC1)NNC(=O)c1ccc(F)cc1	-7	-1	-3	5	-1	-1	2	0	0
Cc1ccc(-n2c3nc(=O)[nH]c(=O)c-3cc3cc([N+](=O)[O-])ccc32)cc1	63*	9	-1	16	12	11	15	5	4
CCOc1cc(/C=N/NC(=O)c2ccncc2)ccc1OS(C)(=O)=O	5	8	-1	-2	2	-9	5	1	3
O=S(=O)(NC1CCCCC1Sc1ncccn1)c1ccc(Cl)cc1 (centres undefined)	2	-4	-3	3	-2	-3	2	10	2
O=C(Oc1ccccc1)c1cccc(COC(=O)c2cnccn2)c1	6	-1	3	5	5	0	4	4	0
Cc1cc(C)c(NC(=O)C(C)N2CCCCCC2)c(C)c1 (centres undefined)	1	10	1	-1	1	2	-1	7	1
CCN(CC)C(=O)CC(c1ccc(N(C)C)cc1)c1c(O)cc(OC)cc1OC (centres undefined)	-1	2	-3	10	1	1	0	0	3
COCCCNC(=O)CNC(=S)N(Cc1ccc(F)cc1)C1CCCCC1	0	0	-1	-3	0	-6	6	3	-2
CCCCN(CCCNC(=O)c1ccc(CS(=O)(=O)c2ccc(OC)cc2)o1)Cc1ccccc1	0	2	3	5	7	3	0	2	0
CCCSc1oc(-c2ccco2)nc1S(=O)(=O)c1ccc(C)cc1	7	7	4	8	2	4	-2	8	-3
O=c1c2c(nc3c(-c4cccc(Br)c4)c[nH]n13)CCCC2	2	5	-5	-4	21	3	-2	4	-1
CC(C)(C)NC(=O)CSc1ccc(C(C)(C)C)cc1	0	15	-2	-2	-6	0	1	15	1
CC1CCN(c2c(NCc3ccc(C(=O)NCc4ccccc4)cc3)c(=O)c2=O)CC1	4	3	4	1	2	9	3	3	4
O=C(NNc1ccccc1)C(=O)NNS(=O)(=O)c1ccc([N+](=O)[O-])cc1	4	0	1	3	5	4	0	7	-6
CC1(CCc2ccccc2)NC(=O)N(CC(=O)Nc2ccc(OC(F)F)cc2)C1=O (centres undefined)	.	1	4	.	-6	0	.	0	.
O=C(O)CCC(=O)N1CCC(n2nnc3cc(C(F)(F)F)ccc32)CC1	-6	6	-1	11	-5	1	5	2	4
N=c1n(CCOc2ccccc2)c2ccccc2n1CCN1CCOCC1	1	4	-2	2	-5	4	0	3	-1
C/C(=N\NC(=O)Cc1c(C)[nH][nH]c1=O)c1ccc(Cl)c(Cl)c1	-4	2	0	3	-2	0	3	4	-1
COc1cccc(CNCC(O)(c2ccc(Cl)cc2)c2ccc(Cl)cc2)c1	-2	7	-1	-5	2	-1	-7	2	-6
COC(=O)/C(C#N)=C/c1c(Oc2cc(C)cc(C)c2)nc2c(C)cccn2c1=O	1	4	-3	-8	-8	-1	-1	5	1
NS(=O)(=O)c1ccc(NC(=O)CSc2nc3ccccc3nc2N2CCOCC2)cc1	-4	9	-6	1	0	23	0	1	0
O=C(Nc1ccccc1Oc1ccsc1C(=O)O)c1ccccc1F	5	6	3	2	3	0	-6	1	-1
Cc1cc(OCC(=O)N(C(C)C)C(C)C)cc(C)c1Br	-4	-1	2	-2	-5	1	6	3	0
CCCCC(=O)Nc1ccc(NC(=O)C2CC2)nc1	3	5	-1	-2	2	-4	2	2	3
CC12COC3(C(=O)Nc4nccs4)CC1CCC32C (centres undefined)	0	8	-17	-5	3	-11	-3	0	4
COc1ccccc1N1CCN(C(=O)C(Cc2ccccc2)NC(=O)C2CCCCC2)CC1 (centres undefined)	-1	6	0	1	1	6	2	6	-1
CCOC(=O)c1ccc(NC(=O)CCn2nnc3ccccc32)cc1	1	5	-4	5	8	-3	-6	1	-7
CCN1CCN(C(=O)C2CCN(S(=O)(=O)c3cc(Cl)ccc3Cl)CC2)CC1	5	4	0	-5	-5	4	-2	-3	1
O=C(O)c1c2c(nc3ccccc13)/C(=C/c1c(F)cccc1F)CCC2	-2	5	-2	-9	4	2	-2	6	6
N#CCCn1nc(-c2ccccc2)c2ccccc2c1=O	1	0	-3	2	7	0	-1	6	-1
O=C(Nc1nnc(SCc2c(Cl)cccc2Cl)s1)c1ccc2ncsc2c1	-11	.	-11	-2	.	-5	-3	.	-8
N=c1sccn1CC(=O)Nc1cc(Cl)ccc1[N+](=O)[O-]	-1	6	1	9	2	-3	-3	1	-1
O=C(CN1CCCC1)Nc1cc(C(F)(F)F)ccc1Cl	-4	5	4	-1	-4	3	-3	-1	-1
COc1ccccc1C(=O)NNc1ncc(C)s1	-1	11	1	9	5	8	-4	8	-4
N#CC1(NC(=O)COC(=O)C2=COCCO2)CCCCC1	-2	32*	1	.	92*	3	.	19	1
O=C(c1cc(-c2ccc(F)cc2)on1)N1CCCCCC1	-2	-7	1	0	1	0	-3	-4	-3
O=c1[nH]c(CN2CCN(S(=O)(=O)c3ccccc3C(F)(F)F)CC2)nc2sc3c(c12)CCCC3	-2	-2	-5	3	3	-5	-8	-4	-3
Cn1cc(S(=O)(=O)N2CCOCC2)cc1C(=O)NCc1ccc(Cl)cc1	1	-2	1	7	-3	3	3	3	-5
CN1CCC(N(C)C(=O)COc2ccccc2Cl)CC1	1	3	-3	.	8	-3	.	3	4
Cc1ccc(-n2nc3c(c2NC(=O)c2cc4ccccc4o2)CS(=O)(=O)C3)cc1	9	8	-4	0	-4	5	-1	0	1
C#Cc1ccc([C@H]2C=C(C(=O)N3CCN(Cc4ccccc4)CC3)O[C@@H](OCc3ccc(CO)cc3)C2)cc1	-9	-1	-3	-2	-9	16	-7	-6	-3
CCS(=O)(=O)N1CCN(Cc2ccccc2OC)CC1	-1	-1	-2	0	-2	-6	1	5	2
O=C(Cc1ccccc1)Nc1ccc(N2CCCC2)cc1	-8	2	-8	9	5	33*	-1	-4	-1
CN(C)CCCNS(=O)(=O)c1ccc(Cl)s1	-1	0	0	2	-1	-1	-3	-2	-2
CC(C)S(=O)(=O)c1cnc(-c2cccnc2)nc1N	7	2	4	16	-10	-2	0	6	1
CCCCn1c(N)c(N(CCC(C)C)C(=O)C2CC(=O)N(c3ccccc3OCC)C2)c(=O)[nH]c1=O (centres undefined)	-2	3	-1	7	-4	4	-2	2	-3
CCOc1ccc(NC(=O)c2cccc(OC(=S)N3CCC(C)CC3)c2)cc1	-8	-4	4	-3	-3	0	-9	2	-9
CCN(CC)c1ccc(NC(=O)CN2CCN(c3ccc(F)cc3)CC2)cc1	-3	-5	-1	0	-2	7	3	5	3
Cn1cc(/C=C/c2cc[n+](C)cc2)c2cc(F)ccc21	-9	6	0	12	1	-2	8	0	-1
OCCN1CCN(C(=S)c2ccc(Cl)cc2)CC1	0	0	-1	-5	2	1	0	7	0
Cc1cc2oc(C(=O)Nc3ccc(S(=O)(=O)Nc4ncccn4)cc3)cc(=O)c2cc1Cl	-3	-7	3	-4	-2	4	1	2	1
O=C(CSc1nnc(Cc2ccccc2)o1)c1ccccc1	6	12	-2	11	4	5	5	1	1
CC1(c2ccc(OC(F)F)cc2)NC(=O)N(CC(=O)Nc2ccc3c(c2)OCO3)C1=O (centres undefined)	-3	5	7	5	-9	7	1	2	-1
CCCN(Cc1cc2ccc(C)cc2[nH]c1=O)S(=O)(=O)c1ccccc1	8	9	4	-7	2	-2	-6	7	-6
COc1cc2c(cc1NC(=O)C(C)N1CCN(S(=O)(=O)c3ccccc3[N+](=O)[O-])CC1)oc1ccccc12 (centres undefined)	-5	7	4	1	-13	4	-4	-6	-6
O=S(=O)(c1cc(O)ccc1O)c1cccc2c(S(=O)(=O)c3cc(O)ccc3O)cccc12	14	22	-4	64*	15	41*	36*	23	-10
O=C(CSc1nc2ccccc2s1)NCCCN1CCOCC1	1	-4	2	-1	0	1	-1	1	0
O=C(NCc1cccc(Br)c1)C1CC(c2ccc(C(F)(F)F)cc2)=NO1 (centres undefined)	-2	-9	-2	-4	8	7	-2	4	2

The list is partial; count on the stated rates, not on these rows.
